C1s block = blocks human complement C1s protease activity; hit rate 0.16% among 62,000; P09871; purified C1s, fluorogenic AMC substrate, pooled mixtures; mean inhibition % of two 10-compound mixtures (stronger effect = higher value), % at 5 µM (by protocol);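 active = inhibition above 20% in each of the two 10-compound mixture wells holding the compound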;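 note: 0% = enzyme wells lacking compound mixture and 100% = no-enzyme blank wells; some compounds called inactive have numbers as strong as hits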
Target sequence (P09871 16-437 limits assumed): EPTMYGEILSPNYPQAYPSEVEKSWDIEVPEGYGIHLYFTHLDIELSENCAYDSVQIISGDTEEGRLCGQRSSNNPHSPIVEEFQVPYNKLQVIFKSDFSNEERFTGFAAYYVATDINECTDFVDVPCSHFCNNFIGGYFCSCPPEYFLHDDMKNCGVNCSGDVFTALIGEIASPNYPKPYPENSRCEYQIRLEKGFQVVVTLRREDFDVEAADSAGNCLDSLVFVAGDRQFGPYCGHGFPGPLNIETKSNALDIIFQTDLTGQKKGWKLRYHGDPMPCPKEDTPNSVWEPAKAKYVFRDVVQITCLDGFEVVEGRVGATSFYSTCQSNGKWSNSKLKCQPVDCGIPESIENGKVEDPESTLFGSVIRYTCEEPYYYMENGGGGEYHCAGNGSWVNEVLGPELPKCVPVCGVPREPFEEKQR
Target sequence (P09871 438-688 limits assumed): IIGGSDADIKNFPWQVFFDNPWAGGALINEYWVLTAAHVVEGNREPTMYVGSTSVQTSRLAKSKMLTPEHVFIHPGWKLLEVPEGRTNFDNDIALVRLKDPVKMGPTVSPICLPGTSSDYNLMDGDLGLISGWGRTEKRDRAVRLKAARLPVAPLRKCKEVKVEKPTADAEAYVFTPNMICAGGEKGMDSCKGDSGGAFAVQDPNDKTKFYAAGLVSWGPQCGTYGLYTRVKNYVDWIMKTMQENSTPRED
CatS block = blocks human cathepsin S protease activity; inhibition, %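 (tested at 5 µM per compound within 10-compound mixtures)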; P25774; hit rate 0.06% among 62,000; recombinant cathepsin S, AMC dipeptide fluorescence, pooled mixtures; in the data active = inhibition above about 32%, passing the limit was not always enough; inconclusive = no clear call, values can overlap the other calls;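 note: 0% = enzyme without compound and 100% = blank without enzyme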
Target sequence (P25774 115-331 limits assumed): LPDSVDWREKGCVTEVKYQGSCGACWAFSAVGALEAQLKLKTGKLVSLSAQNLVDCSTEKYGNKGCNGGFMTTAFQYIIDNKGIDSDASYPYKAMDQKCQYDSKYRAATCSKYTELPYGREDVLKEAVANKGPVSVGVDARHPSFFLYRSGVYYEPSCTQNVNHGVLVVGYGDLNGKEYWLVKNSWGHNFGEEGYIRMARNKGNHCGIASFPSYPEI
AP ELISA ortho = orthogonal test for alternative complement pathway inhibitors | inhibition, % at 5 µM | AID 1235 | Human serum alternative complement pathway, LPS-coated ELISA, C3 deposition; tested in compound mixtures | hit rate 0.08% among 62,000;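 active = inhibition above 30% in each of the two pooled mixtures holding the compound, so the lower value exceeds 30%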;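 note: 0% = serum in Mg-EGTA without compound and 100% = EDTA serum blank; some compounds past the cut are filed as inactive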
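Test system: human serum alternative complement pathway, C3 deposition on LPS-coated wells; also added: Plate-bound LPS; doses: 5 µM per compound in ten-compound mixtures; schedule: 1 h at 37 °C; detection: Anti-C3 ELISA, OD 450 nm; evaluation: percent inhibition of C3 deposition onto LPS; repeats: two pool placements per compound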
FXIa inh mix = factor XIa (human) inhibition, mixture screen; P03951; purified FXIa, fluorogenic substrate, pooled mixtures; inhibition, % at 5 µM; hit rate 0.19% among 62,000; AID 680; in the data active = inhibition above about 20%, passing the limit was not always enough;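 note: each value is inhibition by a whole ten-compound pool holding the compound; 0% = enzyme with no mixture and 100% = wells lacking enzyme; strong numbers were not always called active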
CatL block = inhibitors of human cathepsin L; P07711; AID 460; purified cathepsin L, fluorogenic substrate, fluorescence; hit rate 0.17% among 58,000; inhibition, %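 (tested at 10 µM)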; in the data active = inhibition above about 45%;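 note: 0% = enzyme with no compound and 100% = no enzyme blank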
CatB mixtures = inhibitors of human cathepsin B in compound mixtures; Purified cathepsin B, AMC dipeptide fluorescence; inhibition, %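 (ten-compound pools at 5 µM per compound and 50 µM total)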; hit rate 0.06% among 62,000; AID 488; in the data active = inhibition above about 22%, passing the limit was not always enough; inconclusive = no clear call, values can overlap the other calls;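 note: 0% = enzyme without compound and 100% = no enzyme blank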
CatB block = inhibitors of human cathepsin B; P07858; purified cathepsin B, fluorogenic substrate, fluorescence; inhibition, %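 (tested at 10 µM)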; hit rate 0.1% among 63,000; AID 453; in the data active = inhibition above about 21%;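 note: 0% = enzyme with no compound and 100% = no enzyme blank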
CatG inh = inhibitors of human cathepsin G. inhibition, % at 5 µM (by protocol). purified enzyme, AMC-tetrapeptide fluorescence, pooled mixtures. P08311. hit rate 0.2% among 62,000;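 active = inhibition above 20% in each of the two mixture wells holding the compound; inactive = inhibition of 20% or less in either well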;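 note: 0% = enzyme control without mixture and 100% = blank lacking enzyme; strong numbers were not always called active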
E coli RNAP = blocks E. coli RNA polymerase transcription; P0A8V2; fluorescence transcription assay; inhibition, %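 (tested at 10 µM)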; hit rate 0.2% among 62,000; AID 559; in the data active = inhibition above about 20%;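 note: 0% = enzyme without compound and 100% = no enzyme blank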
* = called active by the depositor; ? = inconclusive; . = no result given. Some of the compounds tested; count on the stated rates, not on these rows.

The line under a structure holds: C1s block	CatS block	AP ELISA ortho	FXIa inh mix	CatL block	CatB mixtures	CatB block	CatG inh	E coli RNAP
- COCCNC(=O)C(c1ccc(C)o1)N(Cc1ccc(OC)cc1)C(=O)Cn1nnc2ccccc21 (centres undefined)
    15	-4	7	7	8	5	4	9	6
- Cc1ccccc1-c1nc(CN2CCC(C(=O)NCc3ccco3)CC2)c(C)o1
    -1	-5	9	6	1	1	-2	18	3
- Cc1cc(C)c(C#N)c(N2CCCC2)n1
    1	-7	12	2	-30	3	-3	8	1
- CCOc1ncccc1C(=O)OCc1ccc(C(=O)OC)o1
    18	7	3	6	12	3	7	8	4
- COc1ccc(-c2nc3nc(C)c(Cc4ccccc4)c(=O)n3[nH]2)cc1
    -6	40	-2	-3	40	-4	0	10	10
- CCOc1ccc(C2c3c(oc4ccccc4c3=O)C(=O)N2c2ccc(C)cn2)cc1OC (centres undefined)
    2	7	9	1	.	1	1	2	10
- CCOC(=O)c1cccnc1SCc1cc(=O)n2ccccc2n1
    -10	1	5	10	-4	2	8	1	3
- O=c1nc(N2CCCCC2)nc2n1CCO2
    -12	-4	-13	4	4	2	3	-12	-7
- CCOC(=O)c1sc(NC(=O)CCSC)nc1C
    1	19	-9	3	.	-2	.	1	.
- COC(=O)c1ccc(NCC(=O)c2ccccc2)cc1
    -6	16	6	5	.	4	-2	0	10
- COc1ccc(-c2nc3cnccn3c2Nc2ccc3c(c2)OCO3)cc1
    -5	1	20	12	.	10	-2	-2	-1
- CCOC(=O)N1CCN(S(=O)(=O)c2ccc(C(=O)Nc3nc4ccccc4s3)cc2)CC1
    -14	9	-2	2	-22	3	3	-1	10
- COc1ccc2nc(N3CCC(C)CC3)c(C#N)cc2c1
    1	1	11	5	-3	8	1	4	2
- Cc1ccc(C)c(N(CC(=O)N(C)C)S(C)(=O)=O)c1
    4	-2	-7	4	-2	2	0	0	6
- CCOCC(=O)Nc1ccc(S(=O)(=O)Nc2ncccn2)cc1
    5	-6	11	5	-11	3	-7	2	3
- Cc1nn(-c2ccc(Cl)cc2)c2sc(C(=O)N3CCN(C(=O)c4ccco4)CC3)cc12
    1	3	2	-1	23	0	0	7	11
- COC(=O)c1c[nH]n2c(=O)c(Cc3ccc(F)cc3Cl)c(C)nc12
    5	-1	-3	-5	8	1	-1	0	3
- Cc1noc(C)c1C(=O)N1CCN(C(=O)c2sc3cc(Cl)ccc3c2Cl)CC1
    15	10	10	2	8	6	2	11	3
- O=C1NC(Nc2nc3ccccc3s2)(C(F)(F)F)C(=O)N1C1CCCCC1 (centres undefined)
    13	0	16	6	-8	1	-2	10	8
- CCn1c(=O)c2c(nc(SCc3ccccn3)n2C)n(C)c1=O
    3	1	-3	5	-8	4	-4	0	4
- COc1cccc(-c2nc(CS(=O)(=O)CC(=O)NCc3ccc(Cl)cc3)c(C)o2)c1
    0	10	-9	2	16	6	4	-6	7
- O=C(Nc1nnc(C2CCCCC2)s1)c1ccc(Br)s1
    10	0	11	5	10	0	0	10	.
- COC(=O)CCC(=O)CN
    11	7	-4	2	8	5	0	13	9
- COc1ccc(CNC(=O)C2CCN(C(=O)N3CCOc4ccc(C)cc43)CC2)cc1
    -1	-5	6	7	-8	0	3	-1	-5
- CC1CCCCC1NC(=O)CSc1nnc(-c2ccccc2)n1N (centres undefined)
    -14	18	-4	3	20	0	3	-6	5
- CCOC(=O)CC(C#N)c1c[nH]c2ccccc12 (centres undefined)
    20	12	7	2	17	6	2	9	6
- CSc1nc2ccccc2n1CC(=O)N1CCCCC1
    5	2	6	3	-2	1	0	1	5
- COc1ccccc1N=C1SC(C)CN1C(=O)C1CCC1 (centres undefined)
    7	5	14	10	-4	5	0	0	4
- C=CCn1c(Cc2cccs2)nnc1SCC(=O)Nc1ccc(C(=O)OCC)cc1
    3	0	8	1	-6	1	0	-3	4
- O=C(NCc1ccccc1F)C1CCCN(C(=O)NC2CCCCC2)C1 (centres undefined)
    -10	-7	-12	1	3	-1	4	-11	-2
- C=CCn1c(C)cc(C(=O)CSc2nc3ccccc3c(=O)[nH]2)c1C
    13	12	2	4	11	2	0	14	9
- c1ccc2c(c1)c1c3n2CCNC3CCC1 (centres undefined)
    -2	8	2	16	7	0	-2	8	5
- c1cncc(-c2nnc3sc(-c4ccco4)nn23)c1
    -22	5	1	-1	10	-1	1	12	5
- Cc1noc(C)c1C(=O)NCCc1ccc(Cl)cc1
    -5	-1	11	6	-1	8	-5	2	3
- Cn1c(SCC(=O)N2CCN(c3ccccc3)CC2)nnc1-c1c[nH]c2ccccc12
    -4	-4	33	7	.	3	-3	-3	2
- O=C(CC1c2ccccc2Oc2ccccc21)NCc1ccco1
    -71	-34	0	-12	-4	-16	0	-10	5
- Cc1ccc(N(CC(N)=O)C2SC(=O)N(C)C2=O)cc1 (centres undefined)
    2	-4	8	3	.	2	3	5	0
- CC(=O)Oc1ccc(N2C(=O)C3C4C=CC(O4)C3C2=O)cc1 (centres undefined)
    -53	3	9	-3	21	0	3	8	15
- CCOC(=O)COn1c(=O)c(=O)n(OC)c2ccccc21
    2	-6	14	-3	26	-3	1	7	3
- CCCCOc1cc(=O)[nH]c(=O)[nH]1
    2	-6	2	3	0	4	1	-38	-1
- COC(=O)c1cn(CCOc2ccccc2)c2ccccc12
    -73	-14	24	6	-5	2	-6	-8	-1
- CP(=O)(COC(=O)c1ccccc1)COC(=O)c1ccccc1
    -4	1	7	8	14	-4	-2	9	7
- Cc1c(NC(=O)C(C)N2CC(C)OC(C)C2)c(=O)n(-c2ccccc2)n1C (centres undefined)
    -34	1	9	10	1	7	-1	-2	4
- Cc1cccc(-n2c(SCc3cc(=O)n4ccsc4n3)nc3ccccc32)c1
    -14	31	-19	5	20	15	11	-5	1
- NC(=O)CSC1=Nc2ccccc2C2=NC(CC(=O)NCc3cccs3)C(=O)N12 (centres undefined)
    17	-2	16	9	.	5	1	12	-2
- CCOc1ccc(-n2nc(C(=O)NCCOC)c3ccccc3c2=O)cc1
    -14	10	-11	5	1	3	7	-10	6
- Cn1cnnc1SCc1ccc(C#N)cc1Cl
    15	-2	3	8	-1	-2	3	-1	-1
- COCCN1C(=O)C(=O)/C(=C(/O)c2ccc3c(c2)OCCO3)C1c1ccc(C(=O)OC)cc1 (centres undefined)
    -9	5	18	3	5	2	2	-1	1
- CC(C)Cn1c(SCC(=O)NC(=O)Nc2ccc3c(c2)OCCO3)nc2ccccc2c1=O
    -79	5	0	3	3	0	-2	-6	11
- COc1ccc(Br)c(C(=O)Nn2c(C)nc3ccccc3c2=O)c1
    0	-1	9	-1	-10	3	4	6	-2
- CCCCOCCCNC(=O)N[C@H](C(=O)OC)C(C)C
    12	-6	5	7	4	3	3	10	5
- O=C(Nc1ccc(S(=O)(=O)N2CCc3ccccc32)cc1)c1ccco1
    3	-2	11	10	-10	-1	-3	5	5
- COc1ccc2cc(CCNC(=O)C3CCCC3)c(=O)[nH]c2c1
    -45	-4	23	-10	.	0	5	-1	-6
- COC(=O)c1c(C)cc(OC(C)=O)c(C)c1OC(C)=O
    20	2	10	5	11	2	-1	8	9
- COc1ccccc1NC(=O)Cn1nnc(-c2ccccc2NC(=O)c2ccco2)n1
    -27	5	10	6	10	-2	1	2	2
- CCN(CCCNC(=O)C1CCC(=O)N1Cc1ccc(F)cc1)c1cccc(C)c1 (centres undefined)
    2	4	8	5	0	2	-2	0	3
- c1ccc2c(c1)nc1n2CN(Cc2ccc3c(c2)OCO3)CN1
    -3	-3	3	3	7	2	2	-5	6
- O=C(CSc1nc(Nc2ccccc2)nc(N2CCOCC2)n1)Nc1ccc2c(c1)OCCO2
    17	0	14	4	-6	5	3	9	3
- COc1ccc(CNC(=O)CS(=O)Cc2nc(-c3ccccc3C)oc2C)cc1 (centres undefined)
    16	-3	24	8	.	5	2	10	5
- CCOc1ccc(OCC)c(NC(=O)C2CCCN(S(=O)(=O)c3cccs3)C2)c1 (centres undefined)
    1	-14	29	7	-9	-2	-2	-1	-5

Continued.
The line under a structure holds: C1s block	CatS block	AP ELISA ortho	FXIa inh mix	CatL block	CatB mixtures	CatB block	CatG inh	E coli RNAP
- COc1ccccc1NC(=O)CSc1nc2ccccc2c(=O)n1CCNC(C)=O
    -24	5	10	6	15	3	3	9	3
- CCOC(=O)C(NC(C)=O)(NS(=O)(=O)c1ccccc1)C(F)(F)F (centres undefined)
    7	-3	3	0	2	1	5	6	11
- c1ccc(CCc2nn3c(Cc4ccccc4)nnc3s2)cc1
    6	0	-14	-2	37	-4	0	10	6
- OC(CN1C2=NCCN2c2ccccc21)c1ccccc1 (centres undefined)
    4	-3	-8	13	-3	-2	0	5	1
- Cn1nc(C(=O)NC2CCCCCC2)ccc1=O
    -30	?	6	0	8	1	0	3	12
- O=C(Nc1ncc(Cc2ccccc2)s1)c1cccs1
    -3	-1	27	-3	1	2	-2	8	1
- COc1cc(/C=c2\s/c(=C(/C#N)C(=O)N3CCCC3)n(-c3ccccc3)c2=O)ccc1O
    16	-2	4	8	0	2	14	9	2
- Cc1cc(Br)c(S(=O)(=O)n2nnc3ccccc32)cc1C
    4	17	3	4	3	7	-9	3	7
- O=C(Nc1ccc(NC(=O)C2CCCCC2)cn1)c1ccco1
    -26	-1	13	-2	12	2	2	10	1
- O=S(=O)(c1ccc(F)cc1)N1CCC(N2CCN(c3ccccc3)CC2)CC1
    7	18	4	-1	12	7	2	7	11
